Screens: PubChem BioAssay, Sanford-Burnham Center for Chemical Genomics
TIM10 inh – growth inhibitors of isogenic TIM10 control yeast, primary screen, counter-screen for tim10-1 yeast inhibitor project, luminescence, uHTS. S. cerevisiae TIM10 strain growth, BacTiter-Glo luminescence, 24 h. inhibition, % at 10 µM. hit rate 1.4% among 330,000;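 active = inhibition of 40% or more at the single tested concentration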;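 note: wild-type TIM10 isogenic control strain grown at permissive 25 °C; 0% = DMSO yeast wells and 100% = minimal medium wells without yeast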
mIAP act – activators of mouse IAP, primary screen, biochemical, luminescence, uHTS. intestinal alkaline phosphatase [Mus musculus]. muIAP, CDP-Star luminescence, 30 min; hits give high values; 1 = vehicle-only enzyme signal, 0 = enzyme-free wells. activation factor at 10 µM. hit rate 0.24% among 330,000;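 active = activation factor of at least 2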; note: the source names both 10 and 20 µM as test concentration; values of inactives mirror those of a sister screen read the other way
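Assay system: mouse IAP enzyme / Compound: DMSO-dissolved test compounds / Timing: 30 min, room temperature / Measured by: luminescence from enzymatic CDP-Star hydrolysis / Control set: DMSO-only wells, enzyme-free buffer wells as negative control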
tim10-1 inh – growth inhibitors of tim10-1 mutant yeast, primary screen, luminescence, uHTS. S. cerevisiae tim10-1 ts strain growth, BacTiter-Glo, 24 h. inhibition, % at 20 µM. hit rate 2.2% among 330,000. AID 463190, 2010;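 active = inhibition of at least 40%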;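 note: mutant grown at 25 °C; 0% = DMSO wells with yeast and 100% = wells holding no yeast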
APOBEC3A inh – APOBEC3A ssDNA deaminase inhibitors, primary screen, selectivity assay for APOBEC3G inhibitor project, biochemical, FAM/TAMRA oligo cleavage fluorescence; DNA dC->dU-editing enzyme APOBEC-3A (Homo sapiens), P31941; recombinant A3A, FAM/TAMRA ssDNA deamination fluorescence; inhibition, % at 20 µM; hit rate 0.41% among 330,000;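 active = at least 40% inhibition at 20 µM here, with at most 30% in a related deaminase screen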;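 note: plate controls were A3A with DMSO for no effect and wells lacking A3A enzyme for full effect; some results filed as inactive read as strong as hits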
Target sequence (P31941 whole entry, looked up): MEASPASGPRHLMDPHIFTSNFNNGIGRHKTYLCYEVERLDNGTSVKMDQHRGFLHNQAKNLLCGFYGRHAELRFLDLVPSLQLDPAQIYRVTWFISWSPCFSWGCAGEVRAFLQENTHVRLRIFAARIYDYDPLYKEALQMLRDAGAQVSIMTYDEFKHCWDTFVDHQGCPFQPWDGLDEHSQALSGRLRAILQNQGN
NALP3 yeast inh – NALP3 inflammasome inhibitors in reconstituted yeast, primary screen, luminescence, uHTS. inhibition, % at 10 µM. hit rate 0.39% among 330,000. Yeast reconstituted NLRP3/ASC/caspase-1, beta-gal luminescence, 24 h;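 active = inhibition of 50% or more; inactive = inhibition below 50%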;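 note: plate controls were induced DMSO wells for no effect and uninduced yeast grown without galactose for full effect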
beta cell repl – inducers of MIN6 beta-cell proliferation, primary screen, ATP luminescence, uHTS; MIN6 cells proliferation, ATPlite luminescence, 48 h; cells starved in 0.2% serum; 100% = growth in 10% serum; proliferation, % at 10 µM; hit rate 0.29% among 330,000; AID 2380, 2010;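 active = compounds whose signal lies at least 3.5 SD above the mean of all wells on their plate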;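 note: 0% = DMSO-treated cells in low-serum medium and 100% = 10% serum control; some compounds called inactive have numbers as strong as hits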
mIAP block – inhibitors of mouse IAP, primary screen, biochemical, luminescence, uHTS; hit rate 0.2% among 330,000; purified mouse IAP, CDP-Star luminescence, 30 min; inhibition, % at 10 µM; intestinal alkaline phosphatase [Mus musculus];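 active = inhibition of at least 40% at 10 µM in the primary screen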;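 note: plate controls were DMSO with enzyme for no effect and no enzyme wells for full effect; values of inactives mirror those of a sister screen read the other way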
hIAP inh – human IAP inhibitors, primary screen, biochemical, luminescence, uHTS; Intestinal-type alkaline phosphatase (Homo sapiens), P09923; purified IAP, CDP-Star luminescence, 30 min; inhibition, % at 10 µM; hit rate 0.12% among 330,000; AID 2544, 2010;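 active = inhibition reaching a set limit with compound at 10 µM in the primary screen, cut at about 35% in these data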;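 note: plate controls were DMSO wells with enzyme for no effect and no-enzyme buffer wells for full effect; values of inactives mirror those of a sister screen read the other way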
Target sequence (P09923 whole entry, looked up): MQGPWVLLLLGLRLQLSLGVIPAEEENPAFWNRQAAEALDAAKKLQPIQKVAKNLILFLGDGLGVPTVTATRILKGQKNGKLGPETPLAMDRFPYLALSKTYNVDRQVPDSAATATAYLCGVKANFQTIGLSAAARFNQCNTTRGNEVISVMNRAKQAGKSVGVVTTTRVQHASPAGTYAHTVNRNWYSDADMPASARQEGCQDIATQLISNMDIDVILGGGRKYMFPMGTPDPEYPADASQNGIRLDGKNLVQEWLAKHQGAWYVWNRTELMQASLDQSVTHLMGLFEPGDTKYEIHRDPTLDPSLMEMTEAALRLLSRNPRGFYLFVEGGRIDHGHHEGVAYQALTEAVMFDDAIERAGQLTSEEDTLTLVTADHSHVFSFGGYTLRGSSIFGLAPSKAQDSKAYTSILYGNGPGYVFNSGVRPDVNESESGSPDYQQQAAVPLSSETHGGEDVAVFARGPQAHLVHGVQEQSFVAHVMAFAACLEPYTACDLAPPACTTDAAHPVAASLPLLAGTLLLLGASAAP
A3G deaminase – APOBEC3G DNA deaminase inhibitors, primary screen, biochemical, fluorescence, single-stranded DNA substrate, uHTS. DNA dC->dU-editing enzyme APOBEC-3G (Homo sapiens), Q9HC16. recombinant A3G, ssDNA deamination FAM/TAMRA fluorescence. inhibition, % at 20 µM. hit rate 0.28% among 330,000. AID 493012, 2011;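 active = inhibition of at least 40% at 20 µM, with no more than 30% in the related APOBEC3A deaminase screen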;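 note: plate controls were DMSO wells with A3G for no effect and wells lacking A3G enzyme for full effect; some compounds called inactive have numbers as strong as hits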
The depositor's hits bear a star; / = no result given. Outcome played no part in choosing rows. Share with any hit: about 4.6%.

mol	TIM10 inh	A3G deaminase	hIAP inh	APOBEC3A inh	beta cell repl	mIAP act	NALP3 yeast inh	mIAP block	tim10-1 inh
CCC(=O)N1CCc2cc(S(=O)(=O)CCC(=O)NCc3cccc(OC)c3)ccc21	11	-3	-12	-1	3	0.96	-1	4	20
CC(C)(C)NCC(O)COc1ccc(Br)cc1 (stereo not drawn)	-6	-1	7	0	-1	0.96	-16	4	-3
O=C(CC(Sc1n[nH]c(-c2ccccc2)n1)c1ccccc1)NCc1ccccc1 (stereo not drawn)	-6	-1	4	2	0	0.88	5	12	21
COc1ccc(-c2cc(-c3ccc(OC)cc3)nc(-c3ccc4c(c3)NC(=O)CO4)c2)cc1	41*	-1	10	-2	-6	1.1	8	-12	20
CN(CC(=O)N1CCOCC1)S(=O)(=O)c1ccc2ccccc2c1	5	-10	18	-8	0	1	25	-2	-3
CC(Cc1ccccc1)NC(=O)c1cc2ccccc2o1 (stereo not drawn)	23	-9	9	-3	-1	1	39	-1	-24
O=C(Nc1cc(Cl)ncn1)c1ccccc1	2	-7	-19	-4	-3	1.2	10	-18	31
CCCCCOCC1CC(C/C(C)=N/Nc2nc(-c3ccccc3)cs2)C(=O)O1 (stereo not drawn)	11	-1	-11	-2	-6	0.89	12	11	22
COc1ccc(/C=C2\SC(N)=NC2=O)cc1	4	-5	-30	-5	-4	0.93	20	7	10
O=C(COCc1ccccc1)N[C@@H](Cc1ccc(O)cc1)C(=O)O	-5	-10	5	-6	0	1	1	-2	-1
COc1ccc(OC)c(S(=O)(=O)NCc2cc(-c3ccccc3)no2)c1	-2	-5	-7	-2	6	1.1	-1	-8	3
CC(=O)N1CCC(N(CCN2CCOCC2)C(=S)Nc2cc(C)ccc2C)CC1	-1	-9	-15	0	1	1.1	6	-9	21
COCCN(Cc1ccccc1)C(=O)c1cc(-c2ccc(OC)c(OC)c2)nc2ccccc12	7	32	-6	0	-1	0.98	7	2	18
NC(=O)N/N=C/c1c(F)cccc1F	-9	1	5	1	0	0.94	-9	6	-6
Cc1ccc(S(=O)(=O)N(C)C)cc1NC(=O)c1cc(=O)c2ccccc2o1	2	-3	18	1	-1	0.99	24	1	13
N=c1c(C(=O)NC2CCCC2)cc2c(=O)n3ccccc3nc2n1CCCN1CCOCC1	-17	0	14	6	0	0.98	14	2	-14
CC1CCCCC1NC(=O)/C(C#N)=C/C=C/c1ccccc1[N+](=O)[O-] (stereo not drawn)	47*	-2	-2	-1	-7	1	12	-3	39
COc1ccc(OC)c(N(CC(=O)Nc2ccc(NC(C)=O)cc2)S(C)(=O)=O)c1	2	-5	1	-2	-4	0.9	3	10	9
CCN(CC)S(=O)(=O)c1ccc2oc(Nc3ccc(OC)cc3)nc2c1	28	-9	-5	-3	-1	1.1	-92	-10	30
Cc1ccc2nc(Nc3ccc4[nH]c(=O)[nH]c4c3)c(-n3nc(C)cc3C)nc2c1	20	3	-1	2	-5	1	3	0	18
CC(=O)/C=C1\N(C)c2ccc(C)cc2C1(C)C	-11	-7	-12	-3	-5	0.99	19	1	-3
Cc1ccccc1OCCC(=O)NNC(=O)c1ccccc1F	-7	-8	3	-5	3	0.96	8	4	-4
O=C(O)CCNc1ccc(NCCC(=O)O)c2c1C(=O)c1ccccc1C2=O	14	70	1	75	-4	0.93	21	8	12
O=c1[nH]c(CN2CCN(C/C=C/c3ccccc3)CC2)nc2ccccc12	-22	-2	-22	-1	0	1.1	3	-10	8
CCOC(CNc1ncnc2c1cnn2C)OCC	-12	-4	8	-5	-2	1.1	-10	-6	16
Cc1ccc(CCNC(=O)CCn2c(=O)c3cccn3c3ccc(F)cc32)cc1	2	-2	10	2	2	1.1	16	-5	21
CCc1ccc(N(CC(=O)NC(C)(C)CC)C(=O)CCC(=O)Nc2nccs2)cc1	-2	-10	-42	-6	-2	1	20	-2	-4
C/C(=N\NC(=O)c1cccnc1)c1ccc(Br)cc1	-6	-2	4	2	-4	0.96	18	4	-12
O/N=C1/CCCSc2ccccc21	0	1	2	1	0	0.99	-11	1	9
COc1ccc(-c2nn(-c3ccccc3)cc2C(=O)NC(=S)N2CCOCC2)cc1OC	16	4	-17	-4	-3	1.1	13	-8	19

mol	TIM10 inh	A3G deaminase	hIAP inh	APOBEC3A inh	beta cell repl	mIAP act	NALP3 yeast inh	mIAP block	tim10-1 inh
O=c1cnnc(NCc2ccccc2)[nH]1	-1	-5	-12	-1	0	1	3	-2	8
CCc1cc(C(=O)N2CCN(S(=O)(=O)c3ccccc3F)CC2)sc1C	24	-5	11	-1	2	0.95	-21	5	29
COc1cccc2c(=O)cc(C)n(CC(=O)Nc3cccc(C)c3)c12	0	-5	-57	-2	-3	1.1	28	-6	3
Cn1c(N2CCCC2)nc2c1c(=O)[nH]c(=O)n2C	2	-3	-1	3	-1	1	12	-2	-5
c1ccc(Oc2c3ccccc3nc3ccccc23)cc1	5	-3	-4	0	-2	0.93	14	7	12
N#Cc1ccccc1CN1C(=O)S/C(=C/c2cccn2-c2cccc(C(=O)O)c2)C1=O	-5	30	-6	74*	-3	0.99	3	0	17
O=S(=O)(c1cccc(-c2cn3ccccc3n2)c1)N1CCCC1	9	0	8	-5	0	1	-30	-4	24
OCC1(CCCc2ccccc2)CCN(Cc2cnc(N3CCOCC3)s2)CC1	-22	-2	8	4	-1	0.93	4	7	10
CC1CN(c2nc3ccccc3nc2SCC(=O)Nc2ccc(F)cc2)CC(C)O1 (stereo not drawn)	-21	-2	3	-1	-6	0.98	10	2	-6
Cc1ccc(NC(=O)Cn2c(=O)n(Cc3ccco3)c(=O)c3ccccc32)c(C)c1	0	-10	-10	-9	1	1.1	-7	-11	23
Cn1ccnc1SC(C(=O)O)c1ccccc1 (stereo not drawn)	0	-5	-6	0	2	0.97	14	3	-8
O=C(NNC(=O)c1cccs1)c1ccc(Cl)cc1	-1	0	10	-3	-2	0.99	12	0	0
COc1ccc(F)cc1S(=O)(=O)n1cnc2ccccc21	12	-5	10	-4	-1	0.9	5	10	-7
CC(=O)C1=C(O)C(=O)N(CCC(=O)O)C1c1ccccc1Cl (stereo not drawn)	5	-2	-4	0	-1	0.94	-1	6	9
O=C(NCc1ccccc1)C1CCN(S(=O)(=O)N2CCCCCC2)CC1	-8	1	12	0	0	1	-5	-4	23
CCC(NC(=O)c1oc2ccccc2c1COC)c1ccc(OC)cc1 (stereo not drawn)	7	-3	5	3	-3	1.2	12	-16	30
Fc1ccccc1-c1n[nH]c(=S)n1/N=C/c1c[nH]c2ccccc12	6	-3	6	0	-1	1.1	12	-13	-3
CNC(=O)C(=O)Nc1cc2c3c(c1)CCN3C(=O)CC2	0	-2	1	-2	-2	1	16	-4	5
COc1ccc(-c2c(C)[nH]n3c(=O)c(Cc4ccccc4)c(C)nc23)cc1OC	-5	-6	-17	-4	-4	0.93	-8	7	9
Cc1[nH]c2ccccc2c1C(=O)CN1CCN(c2ccc(Cl)cc2)CC1	12	-9	-2	-5	-3	1.1	12	-8	-10
CC1(C)Cc2c(C#N)c(SCC(=O)c3ccccc3)nc(N3CCOCC3)c2CS1	32	-5	9	-4	0	0.83	10	17	25
Cc1nnc(NC(=O)c2ccc(-c3ccc([N+](=O)[O-])cc3)o2)s1	-7	27	-15	17	-2	0.87	6	13	4
CC(C)(C)Nc1nc(N)nc(Cl)n1	0	-1	10	0	0	0.97	9	3	8
Cc1cccc2c(C(=O)n3cccn3)cc(-c3ccccc3Cl)nc12	6	-6	2	7	-4	0.97	-5	3	8
Cc1cc(C)n(CC(=O)O)c(=O)c1[N+](=O)[O-]	-8	-4	-4	1	-3	1	-2	0	7
S=C1NC[C@H](CC2CCCCC2)N1CCCCC1CCCCC1	-32	-9	-2	-7	-8	0.97	13	3	20
COc1ccc(OC)c(NC(=O)c2cc(S(=O)(=O)N3CCCC3)cn2C)c1	3	-1	-4	-3	1	1.1	17	-14	-4
O=C(Cc1ccccc1)N1N=C(c2ccncc2)CC1(O)C(F)(F)F (stereo not drawn)	-23	-4	-14	-3	0	1	-5	-2	-6
CCOC(=O)CNC(=O)CSc1nnc(-c2ccccc2)c(-c2ccccc2)n1	9	-11	9	3	-5	1	-7	-2	15
COc1ccc(CNC(=O)c2cc(=O)c3ccccc3o2)cc1	6	-13	-7	-3	-1	1	6	-5	32

mol	TIM10 inh	A3G deaminase	hIAP inh	APOBEC3A inh	beta cell repl	mIAP act	NALP3 yeast inh	mIAP block	tim10-1 inh
COc1ccc(N(C(=O)c2cccc(OC)c2OC)C2C=CS(=O)(=O)C2)c(OC)c1 (stereo not drawn)	-11	3	-1	-5	0	1.1	6	-8	4
O=C(CCN1CCOCC1)Nc1ccc(Cl)cc1	-16	-6	-12	-6	-4	1	9	-1	5
Cc1cc(NC(=O)CSc2nnnn2-c2ccc(C(C)C)cc2)no1	1	2	1	3	-3	1.1	9	-8	16
O=C(CCN1C(=O)c2ccccc2S1(=O)=O)Nc1cccc2ccccc12	-1	-5	-7	4	-4	0.89	14	11	-10
Cc1onc(-c2ccccc2)c1C(=O)N1CCOCC1	-7	-5	-5	-2	-1	0.95	-19	4	5
Nn1c(SCc2ccc(F)cc2)nnc1-c1ccccn1	17	6	0	-1	-2	1.1	10	-9	17
CCNC(=O)c1c(C)[nH]c(C(=O)OCC)c1C	2	-7	21	3	-2	0.94	2	6	8
O=C(NCCCCc1ccccc1)NC[C@@H]1CC[C@@H](Cc2ccc(-c3ccccc3)cc2)O1	26	2	/	2	/	4.8*	/	-371	21
CCOc1ccc(OCCn2c(=S)[nH]c3c(N)ncnc32)cc1	4	-15	-1	2	-4	0.97	0	3	1
O=C(Cc1ccc(S(=O)(=O)N2CCOCC2)s1)Nc1nc2c(s1)CCCC2	-15	19	0	78*	-6	0.95	11	5	4
FC(F)(F)c1ccc(NC(=S)NC2CCCCC2)cc1	36	-5	-5	0	-6	2.7*	39	-167	43*
COc1ccc(NC(=O)CC2C(=O)N(c3ccc(Cl)cc3)C(=S)N2NC(=O)c2cccc(F)c2)cc1 (stereo not drawn)	-30	-6	-2	-1	0	0.96	5	4	16
COc1cccc(/C=N/NC(=O)c2ccccc2)c1OS(=O)(=O)c1ccccc1	16	-3	-55	1	0	0.94	0	6	23
O=C(Cc1ccccc1)N1CCNCC1	23	-6	-3	-3	2	0.97	-7	3	2
